Cneo AK release – Cryptococcus neoformans cell lysis inducers, primary screen, AK release luminescence, single concentration | 0.2% of 360,000 active | C. neoformans lysis, adenylate kinase release luminescence, 4 h; normalised: neutral wells 0, clomiphene wells 100 | lysis activity, % at 15 µM;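 active = mean lysis activity across replicates of at least 80%, whatever share of replicates individually reach that level; inactive = mean lysis activity below 80%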
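Assay system: C. neoformans cells. Amount: yeast cell density of 5 × 10^6 cells/mL. Technique: AK luminescence. Buffer or medium: YPD. Times: static 4 h at 37 °C with compound, 1 h detection. Dosing: single-point compound dose. Read-out: lysis from increased AK signal.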
ERAP1 inh – human ERAP1 aminopeptidase inhibitors, primary screen, biochemical, single point, plate reader; 0.15% of 340,000 active; inhibition, % at 10.7 µM; Endoplasmic reticulum aminopeptidase 1 (Homo sapiens), Q9NZ08; recombinant ERAP1, Leu-AMC fluorescence, 60 min;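 active = mean replicate inhibition of at least 30%, or all replicates individually reaching that 30% level; inactive = mean below 30% and not every replicate reaching it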;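 also: 0% = neutral control wells and 100% = L-leucinethiol positive control wells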
RAD54 inh – inhibitors of human RAD54 branch migration, primary screen, biochemical, fluorescence, single point. DNA repair and recombination protein RAD54-like (Homo sapiens), Q92698. RAD54 Holliday junction branch migration, FAM/BHQ fluorescence. inhibition, % at 10.4 µM. 0.14% of 360,000 active. AID 602329, 2012;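 active = mean normalized replicate activity at least 40 and at least half of replicates scoring 40 or more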;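 also: 0% = median of neutral control wells and 100% = median of positive control wells; inhibitors cause a drop in the FAM fluorescence signal; in these data hits start at about 50%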
Target sequence (Q92698 whole entry, looked up): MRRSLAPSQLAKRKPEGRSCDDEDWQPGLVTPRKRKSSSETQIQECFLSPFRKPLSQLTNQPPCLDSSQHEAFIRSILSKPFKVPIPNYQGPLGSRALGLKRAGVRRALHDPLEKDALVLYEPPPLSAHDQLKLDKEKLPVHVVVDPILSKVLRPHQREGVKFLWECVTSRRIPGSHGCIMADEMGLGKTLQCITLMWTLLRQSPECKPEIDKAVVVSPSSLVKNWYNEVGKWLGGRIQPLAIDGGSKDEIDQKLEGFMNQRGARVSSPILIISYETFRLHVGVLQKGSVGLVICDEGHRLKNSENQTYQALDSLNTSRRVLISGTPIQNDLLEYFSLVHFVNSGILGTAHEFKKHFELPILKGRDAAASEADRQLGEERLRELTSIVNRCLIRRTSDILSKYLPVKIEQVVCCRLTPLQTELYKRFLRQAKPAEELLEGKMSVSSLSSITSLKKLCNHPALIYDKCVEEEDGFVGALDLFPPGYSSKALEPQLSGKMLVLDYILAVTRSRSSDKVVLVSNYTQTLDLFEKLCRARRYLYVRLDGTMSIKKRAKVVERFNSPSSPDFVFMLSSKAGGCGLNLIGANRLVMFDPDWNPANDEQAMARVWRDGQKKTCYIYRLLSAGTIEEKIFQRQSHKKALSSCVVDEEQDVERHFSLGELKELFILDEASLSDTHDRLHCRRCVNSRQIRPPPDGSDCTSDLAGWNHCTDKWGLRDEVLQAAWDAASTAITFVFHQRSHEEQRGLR
E-selectin induc – E-selectin induction in HUVECs, primary screen, imaging, HUVEC, immunofluorescence imaging, single point | activation, % at 7.58 µM | normalized: neutral wells 0, TNF-alpha wells 100 | 0.37% of 260,000 active | P16581;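 active = mean E-selectin-positive cell signal at least 10% of the positive control, reached in at least 60% of replicates, without over 20% cell loss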;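 also: in these data hits start at about 27%; measured in HUVEC primary endothelial cells; signal is the percent of cells scored E-selectin positive by PE staining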
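Assay system: HUVEC, human umbilical vein endothelial cells / Amount: 3,000 HUVEC/well / Controls: TNF-alpha positive control, DMSO neutral control / Compound dosing: single concentration / Medium: EGM-2 over gelatin coat / Evaluation: percent E-selectin-positive cells / Signal: immunofluorescence imaging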
RAD52 inh – RAD52 DNA annealing inhibitors, primary screen, biochemical, FRET, single point, set 2. recombinant RAD52 DNA annealing, FRET fluorescence. inhibition, % at 18.7 µM. 0.46% of 360,000 active. AID 651710, 2012;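 active = every replicate showing at least 50% inhibition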
PGC1a acetyl inh – inhibitors of PGC1a acetylation signal, primary screen, cell-based, U2OS, AlphaScreen, inhibitor mode | AlphaScreen anti-acetyl-lysine; with virally co-expressed GCN5 acetyltransferase | AID 651687, 2012 | inhibition, % at 15.6 µM | 0.17% of 350,000 active;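 active = every replicate shows inhibition of at least 40%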;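 also: 0% = neutral control wells and 100% = positive control wells; some results beyond the cut were filed as inactive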
miR122 inh – miR-122 Renilla sensor signal increase in Huh7, primary screen, miR-122 inhibitor project, cell-based, single point, plate reader; activation (reporter increase), % at 12.5 µM; Huh7 miR-122 Renilla luciferase sensor, 48 h; neutral wells = 0, positive control = 100; 0.3% of 340,000 active;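 active = mean replicate activation score at least 90 and every replicate individually at or above 90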;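 also: higher luciferase means less miR-122 activity so hits act as miR-122 inhibitors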
PglD inh – C. jejuni PglD acetyltransferase inhibitors, primary screen, biochemical, DTNB colorimetric, single point; 0.098% of 360,000 active; inhibition, % at 12.5 µM; purified PglD enzyme, DTNB colorimetric CoA detection; in the data active = inhibition above about 16%, passing the limit was not always enough; also: strong numbers were not always called active
* = called active by the depositor; nt = no result given; & = joins results of further samples; [ ] = dose if it differs, or a comment.

Molecule,Cneo AK release,ERAP1 inh,RAD54 inh,E-selectin induc,RAD52 inh,PGC1a acetyl inh,miR122 inh,PglD inh
CCCNC(=O)C1(C)CCN1C(=O)c1cc(C)n(C)n1 (stereo not given),-1,-13,-5,4.2,1,2,-3,8
O=C(N[C@@H]1CC[C@H](CC(=O)N2CCOCC2)O[C@@H]1CO)c1ccccn1,2,4,3,0.6,0,0,nt,4
C[C@@H]1CCCCO[C@H](CN(C)C(=O)c2ccncc2)[C@@H](C)CN([C@H](C)CO)C(=O)c2cc(NS(=O)(=O)c3ccc(F)cc3)ccc2O1,-3,2,-1,-0.1,-5,8,5[16.7 µM],5
CC(=O)c1cccc(N(CC(=O)NC2CCCCC2)C(=O)CCC(=O)Nc2nc(C)cs2)c1,-3,2,-8,0.6,6,nt,-2,11
CC1=C(C(=O)NCCCOC(C)C)C2(CCC(C)CC2)OC1=O (stereo not given),-5,7,-4,nt,0,nt,-4,0
COc1cc(/C(C)=N/Nc2ccc(C(=O)O)cc2)cc(OC)c1OC,1,nt,-8,1.5,nt,10,6,-1
CCCCCC(=O)N1C[C@@H](n2cc(COC(=O)c3ccccc3)nn2)[C@H](O)C[C@@H]1c1ccc(OC)cc1,-1,-3,-10,nt,-5,5,-5,5
Cn1c(CSCc2ccc(Cl)cc2)n[nH]c1=S,-4,1,-3,nt,-18,5,-7,-3
CCn1c(=S)sc2c(=O)n(CC(=O)Nc3cc(OC)ccc3OC)c(C)nc21,-2,-1,6,-0.4,3,nt,-11,-5
COc1cccc(OC)c1OCCCNC1CCCC1,0,-5,-7,nt,3,5,4,4
CC(C)CC#Cc1cnc2c(c1)C(=O)N([C@H](C)CO)C[C@H](C)[C@@H](CN(C)C(=O)c1ccc3c(c1)OCO3)O2,-3,1,-1,2.0,7,-11,-4[16.7 µM],-2
Cc1cc(C)c2nc(N3CCC(C(=O)N4CCCC4)CC3)sc2c1,3,1,1,nt,-4,-20,-1,-3
COc1ccccc1-c1ccccc1[C@H]1[C@H](C#N)N(C(=O)C2CC2)[C@H]1CO,nt,0,nt,0.2,-12,4,nt,nt
CS(=O)(=O)N1CCN(c2ccc([N+](=O)[O-])c(SCc3ccco3)c2)CC1,9,-6,7,nt,-7,2,-2,-4
C[C@@H]1CN([C@@H](C)CO)C(=O)c2cccc(NS(=O)(=O)c3cccs3)c2O[C@H]1CN(C)C(=O)Nc1cccc2ccccc12,-3,1,7,0.0,3,3,-6[16.7 µM],1
CCCC(=O)Nc1nnc(-c2ccc3c(c2)OCCO3)o1,nt,-1,nt,-3.5,-10,4,nt,nt
Cc1ccc(S(=O)(=O)Nc2ccc3c(c2)CC(=O)N([C@H](C)CO)C[C@@H](C)[C@@H](CN(C)S(=O)(=O)c2ccc(F)cc2)O3)cc1,-2,nt,2,0.0,nt,-4,-18[16.7 µM],0
CCCCCn1c(C(Cc2ccccc2)NC(=O)COC)nc2ccccc21 (stereo not given),3,3,7,nt,13,-4,-11,-5
Cc1ccc(C)c(S(=O)(=O)N2CCCC2CNC(=O)C(=O)Nc2ccccc2)c1 (stereo not given),-1,-3,-1,0.0,-13,-6,3,-2
CCN(CC)CCCn1c(=S)[nH]c2ccccc2c1=O,0,nt,9,nt,nt,-9,-2,-2
Clc1cccc(OCCn2cncn2)c1Cl,-1,nt,13,nt,nt,6,1,1
O=C(O)c1ccc(S(=O)(=O)c2ccc(Sc3ccc(C(=O)O)c(C(=O)O)c3)cc2)cc1,3,-2,11,-2.8,-11,1,-4,3
CCC(=O)N1CCc2cc(S(=O)(=O)NC(Cc3ccccc3)C(=O)NC3CCCC3)ccc21 (stereo not given),0,nt,5,nt,nt,-8,10,-2
CCOc1ccccc1N1CC(C(=O)Nc2ccccc2N2CCCC2)CC1=O (stereo not given),0,3,-9,0.1,10,nt,-3,-3
COc1ccccc1C(=O)N(Cc1ccc(Cl)cc1)C1CCS(=O)(=O)C1 (stereo not given),nt,-2,nt,0.0,-5,-1,3,nt
CC(=O)c1cccc(NS(=O)(=O)N2CCOCC2)c1,-1,0,-4,-0.9,-22,nt,-3,5
CC(=O)O[C@H]1c2ccccc2-c2ccccc2[C@@H]1OC(C)=O,-2,-1,1,nt,-5,16,3,11
CNC[C@H]1OCCCC[C@H](C)Oc2ccc(NS(=O)(=O)c3c(C)noc3C)cc2C(=O)N([C@@H](C)CO)C[C@H]1C,-11,nt,-12,-0.2,nt,0,-1[16.7 µM],2
O=C(Nc1cc(S(=O)(=O)Nc2ccccc2Cl)ccc1O)c1cc2c(s1)CCCC2,nt,1,nt,1.6,-9,-7,21,nt
Cc1nc2ccc(NC(=O)COc3ccccc3)cc2s1,nt,-4,nt,3.9,-22,0,nt,nt
CCOC(=O)c1cnc2c(C)c(C)ccc2c1Nc1ccc(S(=O)(=O)Nc2ncccn2)cc1,0,nt,1,0.1,nt,13,13,-4
O=C(Nc1cccnc1)c1coc(=O)c2ccccc12,0,nt,-27,nt,nt,nt,2,0
O=C(O)c1cccc(NC(=S)NC(=O)c2ccc(-c3ccc(Cl)cc3)o2)c1,3,3,0,nt,-43,-19,3,1
Cc1noc(C)c1S(=O)(=O)N1CCCC(C(=O)NCc2ccccc2Cl)C1 (stereo not given),1,-2,-4,nt,-6,-8,-4,-2
COc1ccc(C(CNC(=O)COc2cc(C)ccc2Cl)N2CCCCC2)cc1 (stereo not given),nt,3,nt,nt,8,20,4,nt
COc1ccc(-c2cc(C(=O)Nc3ccc(C)c(C)c3)no2)cc1,-1,-1,-10,nt,9,-11,-7,0

Complete entries from above:
CC(=O)c1cccc(NS(=O)(=O)N2CCOCC2)c1 is listed with Cneo AK release = -1; ERAP1 inh = 0; RAD54 inh = -4; E-selectin induc = -0.9; RAD52 inh = -22; PGC1a acetyl inh = nt; miR122 inh = -3; PglD inh = 5
O=C(Nc1cccnc1)c1coc(=O)c2ccccc12 is listed with Cneo AK release = 0; ERAP1 inh = nt; RAD54 inh = -27; E-selectin induc = nt; RAD52 inh = nt; PGC1a acetyl inh = nt; miR122 inh = 2; PglD inh = 0

Next part:
Molecule,Cneo AK release,ERAP1 inh,RAD54 inh,E-selectin induc,RAD52 inh,PGC1a acetyl inh,miR122 inh,PglD inh
O=C(C[C@@H]1CC[C@H]2[C@@H](COC[C@@H](O)CN2S(=O)(=O)c2ccccc2)O1)N1CCc2ccccc2C1,-6,1,1,0.1,-2,1,2[16.7 µM],0
O=C(O)c1cocc1C(=O)O,1,-8,0,nt,-5,9,-1,0
C[C@@H](C(=O)NCc1ccccn1)[C@@H]1C[C@@]1(C)[C@@H](NC(=O)OCc1ccccc1)c1ccccc1,0,0,2,0.1,-4,-12,-1,0
CC(C)NC(=O)Nc1ccc2c(c1)C(=O)N([C@@H](C)CO)C[C@@H](C)[C@@H](CN(C)C(=O)Nc1cccc3ccccc13)O2,7,2,0,nt,-6,1,1[16.7 µM],3
O=C(N/N=C/c1ccc[nH]1)c1cccnc1,-1,nt,-6,nt,nt,-3,4,-5
Cc1nc2ccc(NS(=O)(=O)c3cccc([N+](=O)[O-])c3)cc2s1,-2,5,3,-0.3,-8,2,6,-2
CC(C)c1ccc(CN2CCN(S(=O)(=O)c3ccc(Cl)s3)CC2)cc1,0,4,-5,0.0,-19,2,-8,5
COc1ccc2c(c1)cc1n2CCN=C1N,0,nt,26,nt,nt,8,-1,-6
CCn1c(SCC(=O)Nc2ccc3c(c2)oc2ccccc23)nnc1-c1ccc(N)cc1,-6,nt,-8,nt,nt,14,-1,-3
COC(=O)CCNC(=O)c1ccc2nc(Cc3ccc(OC)cc3)oc2c1,-3,0,-13,nt,-8,5,5,7
CC(C)c1ccc(NC(=O)Cc2c(C(=O)O)n(C)c3ccccc23)cc1,0,-1,-8,0.0,1,6,-7,6
C1CCN(c2nc3nonc3nc2NCC2CCOCC2)CC1,9,nt,2,1.1,-12,1,-3,-1
CCOc1ccc2cc(S(=O)(=O)N3CCCCC3)ccc2c1,0,0,13,nt,-6,nt,9,1
O=C(CCN1CCCCC1)NCC[C@H]1CC[C@@H](NC(=O)C2CC2)[C@@H](CO)O1,-3,-1,2,0.3,7,2,nt,5
COc1ccccc1C(=O)OCC(=O)NC(=O)NC1CCCCC1,-2,2,2,-2.4,-2,12,-2,6
CCOc1ccc(C(=O)Nc2nnc(S(=O)(=O)N(C)Cc3ccco3)s2)cc1,-12,3,-1,nt,-16,nt,nt,5
O=S(=O)(c1ccccc1)c1nc(-c2ccccc2)oc1N1CCCCC1,-7,nt,4,nt,nt,4,3,-1
O=C(COc1ccccc1-c1ccccc1)N/N=C/c1cccc2ccccc12,0,nt,10,nt,nt,-31,37,-11
CCN1C(=O)N[C@@H](c2cccc(F)c2)C(C(=O)OC)=C1C,2,0,-6,0.0,-24,nt,nt,-5
C[C@H](CO)N1C[C@H](C)[C@H](CN(C)S(=O)(=O)c2cccs2)Oc2ccc(NC(=O)Cn3cnnn3)cc2CC1=O,1,-1,1,-0.7,-4,-2,-4[16.7 µM],1
CCN(C(=O)CN1C(=O)S/C(=C\c2cccc(OC)c2)C1=O)C1CCS(=O)(=O)C1 (stereo not given),1,3,4,3.5,-2,4,-8,1
CC(C)C1NC(C(=O)O)Cc2c1[nH]c1ccccc21 (stereo not given),-1,1,15,nt,-23,5,-3,-9
O=C(NCCCN1CCOCC1)C1CC(=O)N(C2CCCCC2)C1 (stereo not given),1,nt,2,nt,nt,-3,-2,-30
CC1CCCC(C)N1CCNC(=O)C1CCN(S(=O)(=O)N2CCCCC2)CC1 (stereo not given),1,nt,-18,nt,nt,-4,-5,1
COc1cccc(/C=C2/SC(=S)N(CCCC(=O)Nc3ccc(O)cc3)C2=O)c1,-1,2,-3,-0.3,-6,5,20,-4
O=C(Nc1cc(F)ccc1F)N1[C@@H]2CNC[C@H]1C2c1ccc(/C=C/c2ccccc2)cc1 (stereo not given in full),nt,-1&0,nt,0.0&0.0,48&34,-3,nt,nt
CC(OC(=O)Cc1c[nH]c2ccccc12)C(=O)N(C)c1ccccc1 (stereo not given),0,0,3,0.0,-23,nt,6,0
O=C(CCc1ccccc1)Nc1cc(C(=O)O)cc(C(=O)O)c1,1,-3,0,nt,-18,-11,4,0
COc1ccc2nc(Nc3ccccc3)sc2c1,-4,0,0,4.1,-14,-2,16,2
CCOc1ccc(CC(C(=O)NN)C(=O)NN)cc1CN(C)C,1,nt,-3,nt,nt,4,2,2
Cc1ccc(C)c(OCC(=O)N(C)CC(=O)Nc2ccc(Cl)c(C(F)(F)F)c2)c1,1,-2,9,nt,2,-14,12,-3

Pulled by compound from above:
Molecule,Cneo AK release,ERAP1 inh,RAD54 inh,E-selectin induc,RAD52 inh,PGC1a acetyl inh,miR122 inh,PglD inh
CCOc1ccc(CC(C(=O)NN)C(=O)NN)cc1CN(C)C,1,nt,-3,nt,nt,4,2,2
O=C(Nc1cc(F)ccc1F)N1[C@@H]2CNC[C@H]1C2c1ccc(/C=C/c2ccccc2)cc1 (stereo not given in full),nt,-1&0,nt,0.0&0.0,48&34,-3,nt,nt

Screening data from PubChem.
